# Screens as filed in PubChem.
# BLM inh: Bloom syndrome helicase (human) inhibition; recombinant BLM DNA unwinding, fluorescence dequenching; actives 0.2% (n = 350,000); Potency, µM (doses to about 56.1 µM), without a hit: at the top dose activity change, negative = inhibition, actives largely listed as inhibitors; AID 2528;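 also: plate controls were vehicle for no effect and no enzyme for full effect; nearly all actives have a fitted effect of over 35% in size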
# BAZ2B block: blocks human BAZ2B; Q9UIF8; AlphaScreen BAZ2B-H3K14Ac peptide displacement; Potency, µM (series often up to 114 µM), for inactives: top-dose activity change, negative = inhibition, usual class: inhibitors; actives 4.4% (n = 360,000); AID 504333; also: % is scaled to controls: 0 for no effect and ±100 for the full control effect; nearly all actives have a fitted effect of over 60% in size
#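 AlphaScreen displacement of biotin-H3(5-23)K14Ac peptide (50 nM final) from BAZ2B (50 nM final) in PBS pH 7.4, 0.01% Tween-20; complex preformed 30 min RT, then compounds (top 110 uM) 30 min RT, beads 20 min dark.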
# Pol eta inh: inhibitors of human DNA polymerase eta; Q9Y253; recombinant Pol eta, fluorescent DNA replication assay; Potency, µM (doses to about 114 µM), for inactives: top-dose activity change, negative = inhibition, usual class: inhibitors; actives 1.2% (n = 390,000); also: % is scaled to controls: 0 for no effect and ±100 for the full control effect
# Target sequence (Q9Y253 whole entry, looked up): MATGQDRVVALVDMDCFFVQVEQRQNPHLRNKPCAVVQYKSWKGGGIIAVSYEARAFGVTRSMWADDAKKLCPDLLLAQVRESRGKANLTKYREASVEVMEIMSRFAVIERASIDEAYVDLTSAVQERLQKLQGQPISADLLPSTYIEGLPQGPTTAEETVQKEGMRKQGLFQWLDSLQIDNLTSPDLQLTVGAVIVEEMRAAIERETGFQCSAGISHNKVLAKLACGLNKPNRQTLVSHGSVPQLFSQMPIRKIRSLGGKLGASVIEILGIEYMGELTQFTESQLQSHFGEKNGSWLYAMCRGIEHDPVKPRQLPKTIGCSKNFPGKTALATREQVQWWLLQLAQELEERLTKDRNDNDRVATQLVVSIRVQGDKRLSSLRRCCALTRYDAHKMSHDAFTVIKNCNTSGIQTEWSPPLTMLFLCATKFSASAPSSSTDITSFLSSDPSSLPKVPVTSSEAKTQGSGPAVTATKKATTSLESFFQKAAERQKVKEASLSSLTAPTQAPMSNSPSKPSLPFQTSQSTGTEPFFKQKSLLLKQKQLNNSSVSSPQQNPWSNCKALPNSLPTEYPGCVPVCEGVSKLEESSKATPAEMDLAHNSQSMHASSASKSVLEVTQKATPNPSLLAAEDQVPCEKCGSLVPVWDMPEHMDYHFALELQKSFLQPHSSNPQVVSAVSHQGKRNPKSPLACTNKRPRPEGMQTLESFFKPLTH
#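 Pol eta (10 nM) was preincubated with compounds for 15 min at room temperature, after which fluorescent replication substrate (50 nM final) was added to start the reaction. Fluorescence was read kinetically at 0 and 10 min.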
# APEX1 inh: APE1 (human) endonuclease inhibition; recombinant APE1, TAMRA/BHQ-2 abasic DNA cleavage fluorescence; actives 0.35% (n = 350,000); Potency, µM (highest dose often 65.8 µM), for the others: at the top dose activity change, negative = inhibition, hits mostly inhibitors;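 also: plate controls were vehicle for no effect and reference inhibitor for full effect; nearly all actives have a fitted effect of over 55% in size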
#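 APE1 at 0.75 nM final was preincubated with compound 15 min at room temperature, then 50 nM double-stranded THF abasic-site substrate (5'-TAMRA/3'-BHQ-2) was added. Fluorescence (ex 525/em 598 nm) was read kinetically; third-minus-first read gave activity.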
# G9a inh: inhibitors of human histone lysine methyltransferase G9a; Potency, µM (titrated, usually from 102 µM), for inactives: at the top dose activity, negative = inhibition, most hits filed as inhibitors; actives 8.8% (n = 350,000); AID 504332; G9a H3K9 monomethylation, AlphaScreen, 2 h; Q96KQ7; also: % is scaled to controls: 0 for no effect and ±100 for the full control effect; nearly all actives have a fitted effect of over 75% in size
#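 Quantitative HTS format: methyltransferase activity on a biotin-tagged H3K9 peptide is measured by AlphaScreen, using a rabbit anti-monomethyl-H3K9 antibody with streptavidin donor and anti-IgG acceptor beads. Final levels are 20 nM enzyme, 500 nM peptide, 20 uM SAM; 2 h RT.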
# POLI inh: blocks human DNA polymerase iota activity; Pol iota fluorescent replication assay, 10 min; actives 1% (n = 390,000); Potency, µM (series often up to 115 µM), for the others: top-dose activity, negative = inhibition, hits mostly inhibitors; AID 588590; Q9UNA4
#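 Pol iota at 10 nM preincubated 15 min with compounds at room temperature; reaction started with fluorescent substrate, 50 nM final. Fluorescence read kinetically at 0 and 10 min; buffer-only wells as negative control.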
# Anesthetic bind: binds horse apoferritin like a general anesthetic | apoferritin/1-aminoanthracene competitive binding, fluorescence | Potency, µM (highest dose often 77.5 µM), without a hit: at the top dose activity change, negative = displacement, hits mostly inhibitors | actives 0.074% (n = 350,000) | P02791; also: % is scaled to controls: 0 for no effect and ±100 for the full control effect; nearly all actives have a fitted effect of over 20% in size
# Target sequence (P02791 2-175 limits assumed): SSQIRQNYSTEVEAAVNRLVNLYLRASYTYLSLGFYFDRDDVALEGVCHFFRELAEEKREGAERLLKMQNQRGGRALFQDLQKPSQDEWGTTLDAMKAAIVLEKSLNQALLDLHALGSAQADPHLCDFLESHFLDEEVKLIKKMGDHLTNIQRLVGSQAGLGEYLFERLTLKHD
#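 Read-out: endpoint 1-AMA fluorescence, excitation 380 nm and emission 535 nm, after compounds sit 10 min at room temperature with 10 uM horse-spleen apoferritin in 50% saturated 1-AMA/PBS. Values come from four-parameter Hill fits.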
# Pol beta inh: blocks human DNA polymerase beta activity. actives 1.3% (n = 340,000). Pol beta primer extension/strand displacement, fluorescence kinetic. Potency, µM (doses to about 114 µM), without a hit: top-dose activity change, negative = inhibition, usual class: inhibitors; also: % is scaled to controls: 0 for no effect and ±100 for the full control effect
#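 Pol beta (10 nM) and compounds were preincubated 15 min at room temperature, then 50 nM substrate (final) started primer extension/strand displacement. Reads were taken at 0 and 10 min; concentration-response data were fitted to a four-parameter Hill equation.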
# POLK inh: inhibitors of human DNA polymerase kappa; purified Pol kappa, fluorescent DNA synthesis assay, 10 min; Potency, µM (series often up to 107 µM), inactives show at the highest dose activity, negative = inhibition, actives largely listed as inhibitors; actives 0.53% (n = 400,000); AID 588579; also: % is scaled to controls: 0 for no effect and ±100 for the full control effect
#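 Readout: fluorescence, taken kinetically at 0 and 10 min. Conditions: 10 nM Pol kappa, 15 min RT compound preincubation, 50 nM substrate final. Controls: enzyme-free buffer wells.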
# * = called active by the depositor; ? = inconclusive; . = no result given; [ ] = remark or other dose. Calls follow the shape of the dose curve; as a rule, active = well fitted curve in the direction sought with a large enough effect; inconclusive = small, poorly fitted or top-dose-only effect, or another doubt; inactive = no such curve, though single readings can be large; an effect the other way counts as inactive or inconclusive. Potency is read from the fitted curve at half-maximal effect. An excerpt; rates above refer to the full screens.
# Preview (four entries):
[1] CC(=O)Nc1ccc(S(=O)(=O)Nc2cc(C)cn(Cc3ccccc3)c2=O)cc1
[2] COc1cccc(/C=N/N2CCOCC2)c1O
[3] O=C(CN1C(=O)C2CC=CCC2C1=O)NCC(=O)Nc1ccc(F)c(F)c1F (configuration not stated)
[4] COc1ccc(Cl)cc1NC(=S)NNC(=O)C1(C)CC1(Cl)Cl (configuration not stated)

compound no.	1	2	3	4
BLM inh	6%	1%	-3%	-3%
BAZ2B block	-3%	-4%	-2%	-2%
Pol eta inh	5%	-5%	-17%	-4%
APEX1 inh	-7%[12.4 µM]	15%	-2%	-1%
G9a inh	14%[59 µM]	-8%	-6%	16%[0.501 µM]
POLI inh	55%[activator]	38%[activator]	53%[activator]	-1%
Anesthetic bind	26%	4%	1%	-14%
Pol beta inh	13%	10%[57.1 µM]	7%	6%
POLK inh	-7%	-7%	-17%	-2%

# Results, repeating the preview:
[1] CC(=O)Nc1ccc(S(=O)(=O)Nc2cc(C)cn(Cc3ccccc3)c2=O)cc1
[2] COc1cccc(/C=N/N2CCOCC2)c1O
[3] O=C(CN1C(=O)C2CC=CCC2C1=O)NCC(=O)Nc1ccc(F)c(F)c1F (configuration not stated)
[4] COc1ccc(Cl)cc1NC(=S)NNC(=O)C1(C)CC1(Cl)Cl (configuration not stated)
[5] C=CCO/N=C(\C)c1c(O)c(C)c(-c2ccccc2)n(-c2ccccc2)c1=O
[6] CC(C)CN(C(=O)COC(=O)C(C)N1C(=O)c2ccccc2C1=O)c1c(N)n(Cc2ccccc2)c(=O)[nH]c1=O (configuration not stated)

compound no.	1	2	3	4	5	6
BLM inh	6%	1%	-3%	-3%	-7%	.
BAZ2B block	-3%	-4%	-2%	-2%	17%	3%
Pol eta inh	5%	-5%	-17%	-4%	0%	-6%
APEX1 inh	-7%[12.4 µM]	15%	-2%	-1%	-1%	12%
G9a inh	14%[59 µM]	-8%	-6%	16%[0.501 µM]	?	35µM*
POLI inh	55%[activator]	38%[activator]	53%[activator]	-1%	14%	38%[activator]
Anesthetic bind	26%	4%	1%	-14%	-5%	.
Pol beta inh	13%	10%[57.1 µM]	7%	6%	20%	.
POLK inh	-7%	-7%	-17%	-2%	-9%	3%

[7] O=C(CCN1C(=O)C2CC=CCC2C1=O)Nc1cc(C(F)(F)F)ccc1N1CCCC1 (configuration not stated)
[8] Cc1nn(-c2ccc(Cl)cc2)c2sc(C(=O)c3c(N)n(C)c(=O)n(C)c3=O)cc12
[9] O=C(COc1ncnc2sccc12)NC1CCCc2ccccc21 (configuration not stated)
[10] CS(=O)(=O)Nc1ccccc1C(=O)NCC1(N2CCCCC2)CCCCC1
[11] O=C(c1cc2nc(-c3ccc(F)cc3)cc(C(F)(F)F)n2n1)N1CCCC1
[12] Cc1ccc(NC(=O)COC(=O)C(CC(C)C)N2C(=O)C3CC=CCC3C2=O)c(C)c1 (configuration not stated)

compound no.	7	8	9	10	11	12
BLM inh	.	0%	-3%	0%	-1%	0%
BAZ2B block	8%	3%[57.1 µM]	-6%	5%	8%	-3%
Pol eta inh	?	2%	-18%	-8%	.	-6%
APEX1 inh	21%	0%	20%	7%	-2%	-2%
G9a inh	?	-5%	-11%[59 µM]	-9%	28%[59 µM]	37%[59 µM]
POLI inh	17%	12%	-1%	17%	.	49%[activator]
Anesthetic bind	.	-4%	-12%	-8%	-10%	59%[activator]
Pol beta inh	.	0%	30%	20%	3%	-3%
POLK inh	-2%	0%	-14%	-1%	.	3%

[13] Nc1nc(=S)c2ncn(C3OC(CO)C(O)C3O)c2[nH]1 (configuration not stated)
[14] O=C(CN1C2=NCCN2c2ccccc21)c1ccc2c(c1)OCO2
[15] C[C@H]1CN([C@@H](C)CO)C(=O)Cc2cc(NS(C)(=O)=O)ccc2O[C@@H]1CN(C)CC1CC1
[16] Cc1cccc(CC(=O)Nc2c(C(=O)Nc3cccc(F)c3)oc3ccccc23)c1
[17] O=C(COC(=O)c1ccc[nH]c1=O)NCCc1ccc(F)cc1
[18] O=C(CCNS(=O)(=O)c1ccc(Br)s1)NCc1ccc(F)cc1

compound no.	13	14	15	16	17	18
BLM inh	?	-4%	.	-6%	0%	-6%
BAZ2B block	45µM*	7%	.	-26%	-9%	8%
Pol eta inh	4µM*	-1%	-13%	-17%	-5%	-5%
APEX1 inh	25µM*	19%	22%	.	21%	1%
G9a inh	2µM*	22%	.	-5%[59 µM]	7%	-29%
POLI inh	?	-8%	14%	12%	77%[activator]	13%
Anesthetic bind	3%	-18%	.	-4%	0%	-16%
Pol beta inh	0.16µM*	35%	.	3%	-1%	0%
POLK inh	?	-3%	3%	-3%	2%	-14%

[19] O=C(N/N=C/c1ccncc1)c1cccs1
[20] O=C(CCCCCCCC(=O)c1ccccc1)c1ccccc1
[21] COc1ccc(C)cc1NC(=O)c1ccoc1C
[22] O=C(Nc1ccccc1F)NC1CC1
[23] Cc1c(NC(=O)CN2C(=O)NC(C)(c3ccc(OC(F)F)cc3)C2=O)c(=O)n(-c2ccccc2)n1C (configuration not stated)
[24] Fc1ccc(-c2nnc(CSc3nnc(-c4ccc5c(c4)OCO5)o3)o2)cc1

compound no.	19	20	21	22	23	24
BLM inh	1%	-7%	-3%	-3%	.	-1%
BAZ2B block	-1%	445%[activator]	13%	-1%	1%	8%
Pol eta inh	4%	-14%	1%	-17%	-7%	-5%
APEX1 inh	8%	0%	13%	-5%	-3%	-2%
G9a inh	11%	472%[activator][59 µM]	7%	8%	50µM*	-23%[59 µM]
POLI inh	15%	?	-8%	59%[activator]	18%	8%
Anesthetic bind	1%	-9%	-7%	-4%	.	-18%
Pol beta inh	14%	27%	?	-7%	.	-6%
POLK inh	5%	-5%	-16%	0%	-3%	0%

[25] COc1ccc(NC(=S)NCc2ccccc2)c(OC)c1
[26] CCOc1cccc(CN2CCC(Oc3ccc(C(=O)N4CCCC4)cc3)CC2)c1
[27] CN(C)c1ccc(C(=O)/C=C/c2ccc(Br)cc2)cc1
[28] CCCc1[nH]nc2c1C(c1ccc(OCCN3CCOCC3)c(OCC)c1)C(C#N)=C(N)O2 (configuration not stated)
[29] COc1ccc(CCC(C)Nc2ccc(F)cc2)cc1 (configuration not stated)
[30] COc1ccccc1OCC(=O)NN1Cc2ccccc2C1=N

compound no.	25	26	27	28	29	30
BLM inh	-1%	-1%	-4%	3%	3%	-1%
BAZ2B block	-24%	-7%	-5%	-3%	158%[activator]	-1%
Pol eta inh	-11%	-23%	-14%	-5%	-13%	-14%
APEX1 inh	24%	-1%	2%	-4%	-9%	-1%
G9a inh	9%	9%	?	-33%[12.7 µM]	?	?
POLI inh	-3%	22%	-16%	37%[activator]	4%	?
Anesthetic bind	-10%	-14%	-8%	-12%	-5%	-3%
Pol beta inh	26%	-13%	11%	1%	?	1%
POLK inh	-9%	-10%	4%	4%	-13%	7%

[31] COCCn1c(=O)c(-c2cccc(C#N)c2)nc2cnc(N3CCNCC3)nc21
[32] CCn1c(COc2ccccc2)nnc1SCC(=O)C(C)(C)C
[33] COc1cc(NC(=O)C(=O)NNC(=O)C2CCCCC2)c(OC)cc1Cl
[34] O=C(Nc1cccc(Cl)c1Cl)c1cc(S(=O)(=O)N2CCCCC2)ccc1F
[35] COc1ccc(S(=O)(=O)NCCc2cn3ccsc3n2)cc1
[36] c1ccc(NC(c2ccccc2)c2ccncc2)cc1 (configuration not stated)

compound no.	31	32	33	34	35	36
BLM inh	-3%	2%	-1%	-3%	-3%	-9%
BAZ2B block	.	-29%	-6%	5%	-3%	0%
Pol eta inh	.	-11%	-16%	2%	-9%	-14%
APEX1 inh	8%	-1%	-2%	.	.	-7%
G9a inh	6%[12.7 µM]	0%[59 µM]	-18%[59 µM]	2%[59 µM]	26%[59 µM]	32µM*
POLI inh	.	1%	95%[activator]	-4%	-10%	90%[activator]
Anesthetic bind	.	?	-3%	7%	6%	-8%
Pol beta inh	.	6%	2%	19%	49%	6%
POLK inh	-8%[60.1 µM]	-14%	4%	-7%[60.1 µM]	-3%[60.1 µM]	7%

[37] CCn1ccc(C(=O)Nc2ccccc2Cl)n1
[38] COc1ccc(CNC(=O)c2cc3cccc(O)c3oc2=N)cc1
[39] COCCNC(=S)N1CCCN(c2nc3cc(C)ccc3cc2C#N)CC1
[40] COC(=O)c1cc(S(=O)(=O)N2CCN(C(=O)c3ccco3)CC2)cn1C
[41] Cc1cc(C)c(CN2CCC(N3CCC(C(=O)NCC4CCCO4)CC3)CC2)cc1C (configuration not stated)
[42] Cc1cccn2c(=O)c3cc(C(=O)NCc4ccco4)c(=N)n(CCOCCO)c3nc12

compound no.	37	38	39	40	41	42
BLM inh	-3%	-5%	-4%	1%	1%	-2%
BAZ2B block	-5%	?	10%	-13%	-11%	0%
Pol eta inh	-2%	-19%	-19%	-12%	-11%	?
APEX1 inh	-2%	9%	41%	22%	31%	-9%
G9a inh	6%[0.501 µM]	?	16%	-18%	-3%	-7%[59 µM]
POLI inh	-25%	45%[activator]	49%[activator]	18%	18%	-12%
Anesthetic bind	-8%	-3%	0%	-2%	-6%	-7%
Pol beta inh	14%	0%	7%	9%	28%	6%
POLK inh	-5%	-24%	-13%	-3%	7%	-22%

[43] CCc1cccc(NC(=O)CN2C(=O)NC3(CCCCCCC3)C2=O)c1
[44] O=C(O)C1CC(=O)N(c2ccc(OCc3ccccc3Cl)cc2)C1 (configuration not stated)
[45] CCCCn1c(CCCNC(=O)c2ccco2)nc2ccccc21
[46] Cc1cc(C)c(S(=O)(=O)NC2CC(C)(C)NC(C)(C)C2)cc1Br
[47] Cc1n[nH]c(C)c1S(=O)(=O)N1CCCCCC1

compound no.	43	44	45	46	47
BLM inh	0%	0%	0%	-1%	-1%
BAZ2B block	4%	4%	2%	-8%	7%
Pol eta inh	-4%	-7%	1%	-11%	-13%
APEX1 inh	-5%	3%	17%	-10%	-2%
G9a inh	41%	-33%[12.7 µM]	104%[activator]	15%[59 µM]	0%[59 µM]
POLI inh	-13%	44%[activator]	-10%	13%	0%
Anesthetic bind	?	-11%	-10%	-11%	-16%
Pol beta inh	-29%	3%	24%	30%	0%
POLK inh	0%	-11%	3%	2%	-5%
